# Assay outcomes from PubChem BioAssay.
# pAkt inh = inhibitors of Akt phosphorylation; actives 0.32% (n = 360,000); AID 651550; Neuro2A IGF-stimulated pAkt S473 HTRF, 20 min; stronger effect = lower value; activity change, % for hits at 50 µM; in the data active = activity change below about -80%; inconclusive = mostly about -51% to -80%; note: % is set by controls: 0 for no effect and ±100 for the full control effect
#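 Single-point screen (50 µM final compound) in Neuro2A cells stimulated 20 min with 6 nM IGF at 37 deg C. After lysis, Ser473-phosphorylated Akt read by HTRF (ex 330 nm, em 615/665 nm) as the 665/615 ratio.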
# Nrf2 inh = Nrf2 pathway inhibition; A549 ARE-Fluc reporter, luciferase luminescence, 18-24 h; Potency, µM (doses to about 46 µM), for the others: at the highest dose activity change, negative = inhibition, most hits filed as inhibitors; actives 2.1% (n = 360,000); AID 504444; note: potency is the fitted concentration of half-maximal effect; % is set by controls: 0 for no effect and ±100 for the full control effect; nearly all actives have a fitted effect of over 60% in size
#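 A549 ARE_Fluc cells, 5000/well, 5% FBS OPTI-MEM; compounds in dose-response, 18-24 h at 37 °C/5% CO2; CellTiter-Fluor viability read (Ex 405/Em 525), then BugLite luciferase luminescence = Nrf2 activity.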
# A549 tox = kills or reduces viability of A549 cells in Nrf2 counter-screen | A549 ARE-Fluc cells, CellTiter-Fluor viability, 18-24 h | Potency, µM (series often up to 46 µM), without a hit: at the top dose activity change, negative = cytotoxicity, hits mostly inhibitors | actives 0.16% (n = 390,000); note: potency is the fitted concentration of half-maximal effect; % is set by controls: 0 for no effect and ±100 for the full control effect
#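 A549 ARE_Fluc cells in 5% FBS OPTI-MEM were exposed to compounds in concentration-response for 18-24 h at 37 deg C. Viability was read by CellTiter-Fluor fluorescence (Ex 405/Em 525) after 30 min, before the luciferase read.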
# CCT chaperon mod = changes cytosolic chaperonin activity | actives 0.3% (n = 360,000) | purified chaperonin ATPase assay, HTRF ADP detection, 30 min | AID 651819 | activity change, % (test concentration not listed), hits read low; in the data active = activity change below about -30%; note: % is set by controls: 0 for no effect and ±100 for the full control effect
#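 Enzyme 40 or 20 nM (batch-dependent) in Tris pH 7.4/KCl/MgCl2/DTT; cpd 76 uM single point; ATP 10 uM; 30 min 37 °C; Transcreener ADP HTRF detection, 30 min RT; ratio 665/615.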
# MmCpn inh = blocks the Methanococcus maripaludis chaperonin Mm-Cpn. actives 0.031% (n = 330,000). purified Mm-Cpn ATPase, ADP Transcreener TR-FRET. Potency, µM (top dose mostly 76.9 µM), for the others: at the top dose activity, negative = inhibition, usual class: inhibitors. AID 504842; note: potency is the fitted concentration of half-maximal effect; % is set by controls: 0 for no effect and ±100 for the full control effect; nearly all actives have a fitted effect of over 80% in size
#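 TR-FRET (320 nm excitation; 590 and 665 nm emission) reports ADP made from 10 uM ATP by 25 nM enzyme; compounds were preincubated 10 min, reaction run 30 min, both at 37°C.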
# TGFb inhibitor = inhibitors of TGF-b signaling | Potency, µM (doses to about 46.1 µM), inactives show at the highest dose activity, negative = inhibition, usual class: inhibitors | actives 1.2% (n = 410,000) | HepG2 CAGA-GFP TGF-b/SMAD3 reporter, GFP fluorescence, 18 h; TGF-beta stimulated, 500 pg/mL final; note: potency is the fitted concentration of half-maximal effect; % is set by controls: 0 for no effect and ±100 for the full control effect; nearly all actives have a fitted effect of over 65% in size
#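 Inhibition of TGF-beta-driven CAGA-GFP reporter expression in HEPG2 cells is measured by cellular GFP fluorescence after 18 h stimulation with 500 pg/mL recombinant TGF-beta in 1% FBS medium at 37 degrees C.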
# Nrf2 ARE act = activators of Nrf2 (ARE) signaling | AREc32 ARE-luciferase reporter (MCF7-derived line), luminescence, 24 h | Potency, µM (titrated, usually from 46.1 µM), without a hit: top-dose activation, actives largely listed as activators | actives 0.31% (n = 410,000); note: potency is the fitted concentration of half-maximal effect; % of control where 0% means no effect; nearly all actives have a fitted effect of over 65% in size
#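 Steps: seed AREc32_Fluc cells (1000/well, 5% FBS OPTI-MEM); incubate overnight at 37 deg C; add 23 nL compound; incubate 24 hr; add Steady-Glo; hold 30 min RT; read luminescence.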
# EPAC2 agonist = activates human EPAC2 exchange factor; Q8WZA2; EPAC2 activation, biochemical qHTS; response scale: 100% = 6.5 mM cAMP response; Potency, µM (titrated, usually from 154 µM), inactives show top-dose activation, actives largely listed as activators; actives 0.079% (n = 360,000); AID 720711; note: potency is the fitted concentration of half-maximal effect; nearly all actives have a fitted effect of over 50% in size
# Target sequence (Q8WZA2 whole entry, looked up): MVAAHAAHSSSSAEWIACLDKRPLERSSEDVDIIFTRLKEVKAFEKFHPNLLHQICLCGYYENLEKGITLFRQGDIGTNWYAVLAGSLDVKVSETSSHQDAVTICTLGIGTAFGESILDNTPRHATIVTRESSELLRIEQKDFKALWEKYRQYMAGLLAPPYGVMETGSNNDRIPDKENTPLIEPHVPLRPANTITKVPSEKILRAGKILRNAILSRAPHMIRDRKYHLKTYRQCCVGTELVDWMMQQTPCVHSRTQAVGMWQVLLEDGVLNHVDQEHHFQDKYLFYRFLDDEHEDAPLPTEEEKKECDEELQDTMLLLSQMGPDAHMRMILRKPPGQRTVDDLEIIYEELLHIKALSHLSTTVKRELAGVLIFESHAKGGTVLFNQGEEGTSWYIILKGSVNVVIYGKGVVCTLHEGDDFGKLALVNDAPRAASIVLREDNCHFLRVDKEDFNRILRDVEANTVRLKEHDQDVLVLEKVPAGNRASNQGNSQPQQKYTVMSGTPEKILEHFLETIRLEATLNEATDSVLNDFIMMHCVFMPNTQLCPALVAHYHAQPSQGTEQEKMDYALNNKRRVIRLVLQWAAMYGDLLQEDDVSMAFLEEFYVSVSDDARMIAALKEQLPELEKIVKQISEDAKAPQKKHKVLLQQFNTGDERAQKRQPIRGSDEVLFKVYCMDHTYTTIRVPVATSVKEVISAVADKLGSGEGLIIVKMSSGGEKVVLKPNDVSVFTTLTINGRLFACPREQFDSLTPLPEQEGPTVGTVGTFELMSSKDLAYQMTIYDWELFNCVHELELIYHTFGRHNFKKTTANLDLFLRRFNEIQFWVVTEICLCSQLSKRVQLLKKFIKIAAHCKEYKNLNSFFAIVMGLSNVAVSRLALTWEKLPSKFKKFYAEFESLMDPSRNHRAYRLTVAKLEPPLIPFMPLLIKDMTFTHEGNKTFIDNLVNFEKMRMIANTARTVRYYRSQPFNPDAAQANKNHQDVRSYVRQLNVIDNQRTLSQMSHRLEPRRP
#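 In this primary screen, activation is scored as increased exchange of BODIPY-GDP from Rap1B by 100 nM EPAC2, with 50 uM GDP as competitor. Signal is normalized to the 6.5 mM cAMP agonist control.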
# EPAC2 antagonist = EPAC2 (human) antagonism | EPAC2 GEF exchange of Rap1B-BODIPY-GDP, fluorescence | Potency, µM (highest dose often 114 µM), without a hit: at the highest dose activity, negative = inhibition, hits mostly inhibitors | actives 0.18% (n = 360,000) | AID 720708; note: potency is the fitted concentration of half-maximal effect; % is set by controls: 0 for no effect and ±100 for the full control effect; nearly all actives have a fitted effect of over 45% in size; many of its hits are not listed in these tables
# Starred values were filed as active, the others as inactive; i = inactive; ? = inconclusive; . = no result given; [ ] = another dose, or the depositor's remark. Unless noted, calls come from the whole dose curve; as a rule, active = well fitted curve in the direction sought with a large enough effect; inconclusive = small, poorly fitted or top-dose-only effect, or another doubt; inactive = no such curve, though single readings can be large; an effect the other way counts as inactive or inconclusive. These rows are one share of the data; count on the stated rates, not on these rows.
SMILES,pAkt inh,Nrf2 inh,A549 tox,CCT chaperon mod,MmCpn inh,TGFb inhibitor,Nrf2 ARE act,EPAC2 agonist,EPAC2 antagonist
CCn1c(CN2CCCCC2)nc2cc(NC(=O)COc3ccccc3C(C)(C)C)ccc21,.,10%,4%,.,.,-10%,-0.6%,.,.
CCN(CC)C(=O)Cn1ncc2c1-c1ccccc1OC2,i,?,0%,-0.2,0%,-5%,-0.2%,11%,5%
N#CCCN(C(=O)COC(=O)c1ccc(Cl)nc1)c1ccc2c(c1)OCCO2,i,.,.,-0.2,.,-2%,-0.4%,-3%,-2%
CCc1ccccc1NC(=O)c1onc(C)c1Cl,i,14%,1%,1.0,2%,11%,0.3%,5%,-2%
CN(C)S(=O)(=O)Oc1ccc(Cl)cc1C(=O)Nc1ccc(F)cc1F,i,-12%,14%,-1.0,0%,-1%,0.3%,5%,3%
CCOCCCNC(=O)C(c1ccccc1)N(Cc1ccc2c(c1)OCO2)C(=O)CNC(C)=O (centres undefined),i,-4%,-7%,-0.4,1%,-3%,-0.4%,5%,3%
COc1cc(/C=C/C(=O)OC(C)C(=O)Nc2c(C)n(C)n(-c3ccccc3)c2=O)ccc1OCC#N (centres undefined),i,0%,11%,-0.4,-4%,-30%,6.2%,8%,1%
O[C@H]1CN(CC2CCCCC2)[C@@H](c2ccc(Cl)cc2)C[C@@H]1n1cc(C2CC2)nn1,i,.,.,-0.5,.,10µM*,-4.4%,11%,-15%
O=C(Nc1ccccc1C(=O)N1CCOCC1)c1ccc(Br)cc1,i,-3%,-2%,0.0,1%,0%,0.1%,-1%,0%
COc1cccc(Cn2c(C)c(CNCc3ccccc3Cl)c(C(=O)O)c2C)c1,.,8%,7%,.,.,-2%,-0.6%,.,.
CCOc1ccc(C(=O)Nc2ccccc2C#N)cc1[N+](=O)[O-],i,-18%,0%,0.4,5%,-4%,0.1%,13%,-3%
Cc1ccc(S(=O)(=O)NCc2csc(C)n2)cc1,i,-22%,-2%,-0.5,-7%,-2%,-0.3%,5%,16%
CC1(C)c2[nH]c3ccccc3c2C[C@H]2C(=O)N(Cc3ccc(F)cc3)C(=O)N21,.,?,?,.,.,?,-3.7%,6%,5%
CNC(=S)NNC(=O)c1noc(C)c1C(=O)N1CCN(C(c2ccccc2)c2ccccc2)CC1,i,?,6%,2.4,0%,9%,0.1%,5%,6%
CC1CCCC(C)N1C(=O)c1cc(-c2ccc(Cl)c(Cl)c2)on1 (centres undefined),i,24%,-1%[1.84 µM],-1.5,1%,8%,0.2%,4%,-2%
O=C(COc1ccccc1)N1N=C(c2cccnc2)CC1(O)C(F)(F)F (centres undefined),i,0%,-4%,-2.5,0%,0%,0.1%,7%,4%
O=C(NCc1cccs1)[C@@H]1CSC2c3ccccc3C(=O)N21 (some centres undefined),i,16%,0%,-1.8,-4%,3%,-0.2%,0%,9%
CN1CCN(NC(=O)c2cc(-c3ccc(Br)s3)nc3ccccc23)CC1,i,-2%,15%,-26,?,?,18%,6%,?
CC(C)N(C(=O)[C@H]1C[C@H](CC(=O)NCC23CC4CC(CC(C4)C2)C3)C(=O)N2CCc3c([nH]c4ccc(Cl)cc34)[C@]12C)C(C)C,i,?,?,-0.9,-3%,8.9µM*,-0.5%,-2%,7%
C/C(=N\Nc1ccc([N+](=O)[O-])cc1)c1ccco1,i,?,?,-0.6,1%,-4%,25%,1%,1%
O=C(Nc1cccn(Cc2cccc(F)c2)c1=O)NC1CCCCC1,i,-15%,0%,-0.6,3%,-26%,4.9%,3%,-26%
CCCNc1c(NC(=O)c2ccc(OCCC)cc2)c(=O)oc2ccccc12,.,8%,5%,.,.,?,-0.3%,.,.
O=C(Nc1nnc([C@H]2C[C@H](O)[C@@H](CO)O2)s1)Nc1cccc(Cl)c1Cl,i,.,.,-3.2,.,9%,4.3%,0%,3%
CCc1ccc2nc(NC(=O)CSCc3c(C)noc3C)sc2c1,i,-17%,0%,-1.3,1%,-8%,0.0%,17%,-17%
COc1ccccc1NC(=O)C1CCCN(S(=O)(=O)c2c(C)noc2C)C1 (centres undefined),i,2%,-2%,-0.9,-3%,-1%,0.0%,-5%,-7%
O=C(NC(=Nc1nc2ccccc2o1)NC(=O)c1ccccc1)c1ccccc1,i,?,12%,-1.5,-1%,0%,11%,10%,0%
CCN1CCc2c(sc(NC(=O)Cc3ccccc3)c2C(N)=O)C1,i,-12%,0%,-0.7,0%,2%,0.3%,9%,5%
COc1cc(CNc2ccc(NC(C)=O)cc2)ccc1OCc1ccccc1C,i,28%,-4%,1.5,0%,3%,9.7%,5%,-4%
CCn1c(=O)n(CC(=O)NCc2ccccc2OC)c(=O)c2ccccc21,i,3%,-2%,-2.3,-1%,-21%,-0.8%,-2%,8%
COc1ccc(Cl)cc1NC(=O)Cn1nc(C(F)(F)F)c2c1CCC2,.,-5%,0%,.,.,?,?,.,.

# Ordered by SMILES length (falling): four of the compounds above
SMILES,pAkt inh,Nrf2 inh,A549 tox,CCT chaperon mod,MmCpn inh,TGFb inhibitor,Nrf2 ARE act,EPAC2 agonist,EPAC2 antagonist
COc1ccc(Cl)cc1NC(=O)Cn1nc(C(F)(F)F)c2c1CCC2,.,-5%,0%,.,.,?,?,.,.
COc1cc(CNc2ccc(NC(C)=O)cc2)ccc1OCc1ccccc1C,i,28%,-4%,1.5,0%,3%,9.7%,5%,-4%
O=C(Nc1cccn(Cc2cccc(F)c2)c1=O)NC1CCCCC1,i,-15%,0%,-0.6,3%,-26%,4.9%,3%,-26%
CCc1ccc2nc(NC(=O)CSCc3c(C)noc3C)sc2c1,i,-17%,0%,-1.3,1%,-8%,0.0%,17%,-17%

# Additional entries.
SMILES,pAkt inh,Nrf2 inh,A549 tox,CCT chaperon mod,MmCpn inh,TGFb inhibitor,Nrf2 ARE act,EPAC2 agonist,EPAC2 antagonist
Cc1ccnc(SCC(=O)N2CCc3ccccc3C2)n1,i,-8%,2%,1.3,0%,13%,3.2%,5%,-9%
CC(=O)NCCC(=O)Nc1cc(S(=O)(=O)N2CCOCC2)ccc1Oc1ccc(F)cc1,i,0%,-3%,0.3,1%,4%,0.0%,14%,7%
CCc1ccc(C2NC(=O)c3[nH]nc(-c4cccc(OC)c4)c32)cc1 (centres undefined),.,7.3µM*,-9%,.,.,?,4.8%,.,.
COc1ccc(/C=C2\SC(=S)N(CC(=O)NNC(=O)c3ccncc3)C2=O)cc1,i,22%,-13%,-0.7,-9%,-5%,0.3%,8%,21%
CCN(CC)C(=O)[C@H]1C[C@H](CC(=O)NCCN2CCOCC2)C(=O)N2CCc3c([nH]c4cc(CCC(=O)N(C)C)ccc34)[C@]12C,i,-5%,5%,-0.3,-2%,41%,-0.6%,4%,-3%
COC(=O)c1csc(-c2ccc(CO)o2)n1,i,.,.,0.5,.,5%,-1.0%,-3%,1%
S=C1NC(c2ccccc2)=NCN1c1ccc(Cl)cc1,i,10%,1%,-7.6,-1%,-21%,2.2%,10%,-2%
NS(=O)(=O)c1cccc(NC(=O)COC(=O)/C(=C/c2cccs2)c2cccs2)c1,i,-4%,-6%,1.8,0%,0%,23%,8%,-1%
COc1ccccc1NC(=O)CSc1nnnn1-c1ccccc1OC,i,-6%,-1%,-3.7,-1%,9%,0.2%,16%,-27%
COc1cc(NS(=O)(=O)c2ccc(NC(C)=O)cc2)cc(OC)c1,i,5.8µM*,-8%,1.7,0%,?,-0.4%,-15%,-5%
COCCNC(=O)c1cn(CCOC)c(=O)c2c1c1ccccc1n2C,i,-9%,-4%,-2.5,2%,101%[activator],0.1%,-8%,15%
O=C(Cn1ccc2cc(S(=O)(=O)N3CCCC3)ccc21)NCc1ccc(Cl)cc1,.,?,0%,.,.,-19%,2.4%,.,.
Cc1ccn2cc(CSc3ccccc3)nc2c1,i,?,-8%,-2.5,-10%,0%,0.1%,8%,-6%
Cc1nc(S/C(C(=O)O)=C2/C(=O)Nc3ccccc32)n[nH]1,i,4%,?,2.8,0%,-6%,1.5%,-1%,1%
CC1CCN(C(=O)c2scc3c2OCCO3)CC1,i,?,-17%,-1.0,1%,-3%,-1.0%,4%,6%
COc1cc(C(=O)NCCC(=O)NCCc2ccc(Cl)cc2)cc(OC)c1OC,i,-20%,-2%,-0.6,1%,1%,0.2%,-4%,8%
O=C(CN1CCN(Cc2ccc(Cl)cc2)CC1)N/N=C/c1ccccc1F,i,-8%,0%,-0.1,-1%,?,4.6%,4%,0%
COc1ccc(CNC(=O)CN2C(=O)c3ccccc3S2(=O)=O)cc1,i,5%,0%,-1.5,.,-16%,-0.4%,-2%,-2%
CNC(=S)NCCc1c[nH]c2ccc(OC)cc12,i,0%,2%,-4.4,-1%,11%,-0.2%,15%,-13%
O=C(N/C=C\n1cnc2cc(C(F)(F)F)ccc21)c1ccc([N+](=O)[O-])cc1,i,-17%,-9%,-3.6,2%,7%,0.3%,-3%,1%
Cc1ncc(CO)c(/C=N/NC(=S)Nc2ccc(C(C)C)cc2)c1O,i,-29%,-5%,-0.4,-1%,8%,0.4%,2%,0%
COc1ccccc1N(Cc1cc(=O)[nH]c2ccccc12)C(=O)c1cccc([N+](=O)[O-])c1,i,-5%,2%,1.3,0%,-1%,-0.5%,5%,0%
Cc1cccc(-c2ccc3[nH]c4c(c3c2)CCN2C[C@@H]([C@H](C)O)[C@@H](N(C)C(=O)NC3CCCCC3)C[C@@H]42)c1,i,.,.,-0.7,.,?,-3.6%,-5%,11%
CC(=O)NNc1cc(=O)c2c(=O)n(C)c(=O)n(C)c2[nH]1,i,11%,5%,-0.1,-1%,-5%,1.3%,3%,-10%
O=C(CN1C(=O)NC2(CCCCCCC2)C1=O)N1CCc2ccccc2C1,i,-1%,-2%,-1.4,1%,-1%,-0.2%,3%,1%
